Screening results from PubChem.
hIAP act: human IAP activation | P09923 | purified human IAP, CDP-Star luminescence, 30 min; active compounds read high; 1 = vehicle-only enzyme, 0 = enzyme-free background | AID 2524 | hit rate 0.16% among 330,000 | activation factor at 10 µM;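 active = activation factor of the enzyme at least 2-fold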; note: the source names both 10 and 20 µM as test concentration; values of inactives mirror those of a sister screen read the other way
SENP8 inh: SENP8 (human) protease inhibition; Q96LD8; recombinant SENP8, Nedd8 substrate fluorescence; inhibition, % at 20 µM; hit rate 0.64% among 360,000; in the data active = inhibition mostly above about 40%, no sharp cut-off; inactive = mostly below about 27%
Target sequence (Q96LD8 whole entry, looked up): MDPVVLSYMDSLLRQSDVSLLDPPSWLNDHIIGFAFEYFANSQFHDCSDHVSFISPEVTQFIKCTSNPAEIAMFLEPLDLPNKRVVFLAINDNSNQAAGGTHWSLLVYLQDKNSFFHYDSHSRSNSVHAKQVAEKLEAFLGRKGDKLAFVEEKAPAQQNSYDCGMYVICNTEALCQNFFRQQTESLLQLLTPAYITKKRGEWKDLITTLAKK
MPTP block: inhibitors of mitochondrial permeability transition pore | isolated mouse mitochondria, Ca2+ swelling absorbance, 30 min | hit rate 1.4% among 360,000 | inhibition, % at 10 µM | AID 602449;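 active = inhibition of 50% or more, scaled per plate between neutral and stimulator controls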;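 note: 0% = DMSO wells given calcium and 100% = 1 mM EGTA wells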
ATG4B inhibitor: inhibitors of human ATG4B cysteine protease. hit rate 0.51% among 340,000. inhibition, % at 8.33 µM. Q9Y4P1. ATG4B cleavage of LC3-PLA2, NBD-HPC fluorescence, 1 h; in the data active = inhibition above about 40%
Target sequence (Q9Y4P1 whole entry, looked up): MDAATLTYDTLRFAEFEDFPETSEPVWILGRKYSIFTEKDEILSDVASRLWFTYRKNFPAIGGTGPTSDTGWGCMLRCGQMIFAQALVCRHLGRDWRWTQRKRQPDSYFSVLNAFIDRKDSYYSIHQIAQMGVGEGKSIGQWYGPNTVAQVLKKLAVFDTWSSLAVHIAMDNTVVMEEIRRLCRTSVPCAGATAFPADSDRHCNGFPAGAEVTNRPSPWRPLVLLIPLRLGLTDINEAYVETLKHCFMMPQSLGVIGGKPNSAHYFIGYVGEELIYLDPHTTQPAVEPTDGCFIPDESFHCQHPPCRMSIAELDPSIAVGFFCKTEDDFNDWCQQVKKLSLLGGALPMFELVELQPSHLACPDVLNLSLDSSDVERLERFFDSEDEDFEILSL
SENP1 FRET inh: blocks the human SENP1 SUMO protease catalytic domain | AID 624204 | Q9P0U3 | hit rate 0.21% among 360,000 | recombinant SENP1 catalytic domain, CyPet-SUMO1-YPet FRET cleavage | inhibition, % at 10 µM;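 active = inhibition at least 30% at 10 µM, raw YFP signal under a set limit, fluorescence ratio 0.5 to 1.5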;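 note: 0% = enzyme with DMSO and 100% = no enzyme wells; some results filed as inactive read as strong as hits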
Target sequence (Q9P0U3 419-644 limits assumed): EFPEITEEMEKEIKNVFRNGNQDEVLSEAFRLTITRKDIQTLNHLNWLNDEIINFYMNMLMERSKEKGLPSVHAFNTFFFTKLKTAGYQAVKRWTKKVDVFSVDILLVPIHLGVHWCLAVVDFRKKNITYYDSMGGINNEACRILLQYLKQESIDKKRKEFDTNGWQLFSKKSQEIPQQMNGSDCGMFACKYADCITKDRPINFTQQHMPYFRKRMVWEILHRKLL
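material = recombinant human SENP1 catalytic domain, His6-tagged | quantity = 20 pM enzyme | reagent = 25 nM SUMO1 FRET substrate | compound dosing = 10 µM single point, 0.5% DMSO | timing = 50 min enzyme reaction, room temperature, light-protected | detection = FRET, CFP and YFP emission | control set = no-enzyme low, enzyme-DMSO high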
SENP6 inh: inhibitors of human SENP6 protease; Recombinant SENP6 catalytic domain, aminoluciferin luminescence; inhibition, % at 10 µM; Q9GZR1; hit rate 1.8% among 330,000;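 active = inhibition above about 50% at the single tested dose, limit read from the data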;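 note: plate controls were DMSO wells with enzyme for no effect and DMSO wells lacking enzyme for full effect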
NR3A LBD binder: modulates the human NR3A ligand-binding domain. AID 1259313. Tm shift relative to glycine control, % at 25 µM. NR3A LBD differential scanning fluorimetry, Tm shift; 0% = protein alone, 100% = glycine-bound protein. hit rate 2.5% among 340,000;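 active = melting temperature shift of at least 10% of the positive control shift, at one fixed dose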
PfG6PD inh: PfG6PD (Plasmodium falciparum) enzyme inhibition; PfGluPho enzyme, NADPH resazurin-diaphorase fluorescence; inhibition, % at 20 µM; hit rate 0.78% among 350,000;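 active = inhibition reaching at least a set limit at 20 µM in the primary screen, cut at about 59% in these data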;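 note: 0% = DMSO wells with substrate and 100% = DMSO wells lacking glucose-6-phosphate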
* = called active by the depositor; / = no result given.

no.	smiles	hIAP act	SENP8 inh	MPTP block	ATG4B inhibitor
1	COc1cc(OC)cc(-c2nnc(NC(=O)CCS(=O)(=O)c3ccccc3)o2)c1	1.2	-8	-1.0	0
2	CCc1nnc(NC(=O)c2cc(S(=O)(=O)N(CC)CC)ccc2Cl)s1	0.99	7	1.0	6
3	O=C(NNC(=O)c1c(F)cccc1F)c1sccc1-n1cccc1	0.9	3	0.5	0
4	CC(=O)NC(=O)COC(=O)c1ccc2ncsc2c1	1	-3	0.5	-3
5	NS(=O)(=O)c1ccc(CCNC(=O)CSc2ccccc2)cc1	1	20	-1.2	-5
6	Cc1cccc(-c2ocnc2C(=O)Nc2ccccc2C(=O)N2CCCC2)c1	0.81	-7	0.4	-6
7	Cc1ccc(Sc2ccc(NC(=O)CCN3C(=O)NC4(CCCC4)C3=O)cc2)c(C)c1	0.89	-11	-0.2	-6
8	COc1ccc(OC)c(CCNC(=O)CS(=O)(=O)Cc2nc(-c3ccccc3Cl)oc2C)c1	1.2	4	-2.8	-13
9	COc1cccc(C2(O)CCN(C(=O)Cc3cccnc3)CC2)c1	0.81	19	-3.3	-7
10	Cc1ccccc1S(=O)(=O)/N=C(/c1ccccc1)N1CCOCC1	0.93	3	-2.2	-6

no.	SENP1 FRET inh	SENP6 inh	NR3A LBD binder	PfG6PD inh
1	1	-3	0	-18
2	1	8	0	-17
3	1	-4	3	0
4	-3	1	0	2
5	-1	-12	0	-2
6	2	-14	-4	22
7	-1	9	-2	11
8	-2	1	0	9
9	0	-3	1	3
10	3	13	-2	0

More entries.
no.	smiles	hIAP act	SENP8 inh	MPTP block	ATG4B inhibitor
11	Cc1ccccc1CN(C)C[C@H]1OCc2cnnn2CCCC(=O)N([C@@H](C)CO)C[C@@H]1C	/	16	-1.0	/
12	Cc1nn(-c2ccccc2)c(Cl)c1C(=O)NCCN(C)C	0.94	12	0.0	-1
13	Cc1cccc(C(=O)NCc2ccco2)c1	1.2	2	-2.8	0
14	CCC(CC)C(=O)c1c[nH]c(C(=O)NCCCn2ccnc2)c1	1.2	14	0.4	4
15	CCC(=O)N1CCc2cc(S(=O)(=O)CCC(=O)Nc3nc(C)cs3)ccc21	0.78	22	-2.5	-9
16	COc1cccc(/C=N/n2c(CO)nc3ccccc32)c1OC	1.1	6	1.2	-14
17	COc1ccc(CNC(=O)c2ccc3c(=O)n4c(nc3c2)CCCCC4)cc1OC	1.1	-10	0.6	0
18	CCOc1ccccc1N(C)C(=O)c1cc2c(=O)n(CC)c3ccccc3c2s1	0.99	2	5.0	-15
19	CS(=O)(=O)N(Cc1ccccc1)c1ccccc1C(=O)O	1.1	16	0.2	-7
20	C=CCOc1c(Br)cc(/C=N/n2c(CC)n[nH]c2=S)cc1Br	0.96	4	16	-1

no.	SENP1 FRET inh	SENP6 inh	NR3A LBD binder	PfG6PD inh
11	2	/	/	-14
12	0	-7	-1	1
13	-3	4	2	6
14	-1	-4	0	-12
15	3	-12	-1	8
16	2	-15	-3	1
17	-2	-20	0	10
18	1	-1	-3	-1
19	0	-18	0	-23
20	1	-7	-11	-4

Next section
no.	smiles	hIAP act	SENP8 inh	MPTP block	ATG4B inhibitor
21	COc1ccc(/C=N/N2CCN(c3ccccc3OC)CC2)cc1Br	1.2	20	-0.5	-3
22	COc1ccc(NC(=O)C(C)(C)Oc2ccc(Cl)cc2)cn1	1.1	2	-0.8	-11
23	Cn1c(=O)c(=O)n(C)c2cc(S(=O)(=O)N3CCN(Cc4ccccc4)CC3)ccc21	1	-16	1.1	-2
24	CCC1(CC)C(=O)NC(=O)NC1=NCCc1c[nH]c2ccccc12	0.92	17	1.4	-10
25	Cc1[nH]n(-c2ccccc2)c(=O)c1/C=C1/C=c2ccccc2=N1	/	17	-0.4	13
26	Cc1nc2ncccn2c1-c1csc(Nc2cccc(C(=O)O)c2)n1	0.94	-25	0.4	3
27	O=C(O)c1nc(NCc2ccccc2)ncc1Cl	1.2	-38	-1.1	-6
28	CC(C)N(CCCNC(=O)C1CCN(C(=O)c2cc3sccc3n2C)CC1)Cc1ccccc1	1.6	7	1.1	3
29	CCc1ccc(C(=O)NNc2ccccc2F)cc1	1.1	26*	1.4	3
30	O=C(NNS(=O)(=O)c1ccccc1F)c1ccccc1-n1cccc1	1	-2	-0.1	3

no.	SENP1 FRET inh	SENP6 inh	NR3A LBD binder	PfG6PD inh
21	-1	59*	-1	17
22	0	12	2	15
23	0	-10	0	1
24	2	-9	0	-9
25	5	/	-5	-11
26	0	-8	0	29
27	0	-9	2	-1
28	2	-3	-1	-14
29	3	-8	-2	18
30	1	-4	-2	-31

(more compounds)
no.	smiles	hIAP act	SENP8 inh	MPTP block	ATG4B inhibitor
31	O=C(CN1C(=O)N/C(=C\c2ccccc2OCc2ccc(C(=O)O)cc2)C1=O)Nc1ccc(F)cc1	1.1	-243	-1.6	-4
32	O=C(CCCn1c(=O)oc2ccccc21)N1CCN(c2ccccn2)CC1	0.98	-13	0.3	-5
33	Cc1cccc(N2C(=O)N3[C@H](c4ccc(F)cc4)[C@@H]4C(=O)N(C5CCCCC5)C(=O)[C@@H]4[C@]3(Cc3ccc(Cl)cc3)C2=O)c1	0.9	7	0.3	-1
34	COc1cc2c(cc1OC)C(c1ccc(-c3ccc(Cl)c(Cl)c3)o1)=NCC2	1.3	-75	6.6	-7
35	Cc1ccc(S(=O)(=O)N2CCN(C(=O)c3cc(=O)[nH]c4ccccc34)CC2)c(C)c1	1.1	-137	1.3	-16
36	CCC(C)(C)n1nnnc1C(c1ccc(O)c(OC)c1)N1CCc2ccccc2C1 (stereo not drawn)	1.2	8	-1.2	-7
37	CCC(NC(=O)Nc1cc(C)on1)(C(F)(F)F)C(F)(F)F	0.87	0	14	7
38	COc1cc(/C=C(\CC(=O)O)c2nc3ccccc3s2)cc(OC)c1O	1.1	-463	0.7	-8
39	CCOC(=O)N1CCC(N(C(=O)Nc2ccc(Cl)c(Cl)c2)C(C)CC)CC1 (stereo not drawn)	1	6	80*	-18
40	O=C(CCc1ccccc1)Nc1nnc(-c2cccs2)o1	0.84	-143	0.4	-6

no.	SENP1 FRET inh	SENP6 inh	NR3A LBD binder	PfG6PD inh
31	2	-11	-13	-9
32	0	-10	-1	1
33	0	-12	0	-14
34	-12	1	-10	7
35	0	-8	0	-1
36	-2	22	0	13
37	3	-23	0	-6
38	57*	2	2	37
39	1	-21	-2	18
40	2	1	-1	-7

The list goes on:
no.	smiles	hIAP act	SENP8 inh	MPTP block	ATG4B inhibitor
41	COc1ccc(C2CC(=O)C3=C(C2)Nc2ccccc2N(C(=O)CCC(=O)O)C3c2ccc(F)cc2)cc1 (stereo not drawn)	0.98	-409	0.9	2
42	C=C(C)COc1ccc2c(C)c(CC(=O)N3C[C@H]4C[C@@H](C3)c3cccc(=O)n3C4)c(=O)oc2c1	0.85	-175	-1.3	-25
43	O=c1[nH]cnc2onc(-c3ccc(F)cc3)c12	1	19	0.0	-3
44	CC(NC(=O)NC1CCCCC1)c1ccccc1 (stereo not drawn)	1.2	12	1.4	-9
45	Cc1noc(C)c1COC(=O)CCOc1ccccc1	0.9	8	0.1	-1
46	COc1ccc(CCNC(=O)CSc2ccccn2)cc1OC	0.96	11	-2.7	0
47	CCc1cccc2sc(NC(=O)c3ccc(N4C(=O)CCC4=O)cc3)nc12	1.3	-92	1.2	2
48	Cc1ccc(S(=O)(=O)NCc2ccccn2)c(C)c1	1.1	21	3.0	8
49	O=C(Oc1ccc(C(=S)N2CCOCC2)cc1)c1cccc(Cl)c1	0.88	11	6.1	6
50	CC(Oc1ccc(/C=N/NC(=O)Cc2cccc3ccccc23)cc1)C(=O)O (stereo not drawn)	0.99	27	1.4	-7
51	Cc1nn(C)c(C(=O)N/N=C/c2ccc(-c3ccccc3)cc2)c1Cl	1	-3	2.5	-2
52	O=C1CN(C(=O)CN2CCCC2)C(c2ccccc2)c2cc(Br)ccc2N1 (stereo not drawn)	1.2	9	-1.5	-12

no.	SENP1 FRET inh	SENP6 inh	NR3A LBD binder	PfG6PD inh
41	0	-15	-2	-15
42	-6	0	-1	6
43	1	-9	0	3
44	3	19	2	1
45	2	3	-3	26
46	2	4	1	-7
47	1	1	-2	-30
48	0	-9	-1	-17
49	1	-15	-1	6
50	1	10	2	-1
51	3	-15	0	10
52	-1	-7	1	2

Full records as entered above. Values in the order: hIAP act	SENP8 inh	MPTP block	ATG4B inhibitor	SENP1 FRET inh	SENP6 inh	NR3A LBD binder	PfG6PD inh
Entry for `C=C(C)COc1ccc2c(C)c(CC(=O)N3C[C@H]4C[C@@H](C3)c3cccc(=O)n3C4)c(=O)oc2c1` → 0.85	-175	-1.3	-25	-6	0	-1	6
Entry for `CCc1cccc2sc(NC(=O)c3ccc(N4C(=O)CCC4=O)cc3)nc12` → 1.3	-92	1.2	2	1	1	-2	-30

Among those listed so far, six contain an NH in an aromatic ring.
no.	smiles	hIAP act	SENP8 inh	MPTP block	ATG4B inhibitor
14	CCC(CC)C(=O)c1c[nH]c(C(=O)NCCCn2ccnc2)c1	1.2	14	0.4	4
20	C=CCOc1c(Br)cc(/C=N/n2c(CC)n[nH]c2=S)cc1Br	0.96	4	16	-1
24	CCC1(CC)C(=O)NC(=O)NC1=NCCc1c[nH]c2ccccc12	0.92	17	1.4	-10
25	Cc1[nH]n(-c2ccccc2)c(=O)c1/C=C1/C=c2ccccc2=N1	/	17	-0.4	13
35	Cc1ccc(S(=O)(=O)N2CCN(C(=O)c3cc(=O)[nH]c4ccccc34)CC2)c(C)c1	1.1	-137	1.3	-16
43	O=c1[nH]cnc2onc(-c3ccc(F)cc3)c12	1	19	0.0	-3

no.	SENP1 FRET inh	SENP6 inh	NR3A LBD binder	PfG6PD inh
14	-1	-4	0	-12
20	1	-7	-11	-4
24	2	-9	0	-9
25	5	/	-5	-11
35	0	-8	0	-1
43	1	-9	0	3
